Source: PubChem BioAssay (National Center for Advancing Translational Sciences (NCATS))
TRPV1 ag: agonists of human vanilloid receptor 1 (TRPV1); activation, % at 8.33 µM; TRPV1-expressing cells, Fluo-8 calcium influx, agonist mode; hit rate 0.19% among 320,000; in the data active = activation above about 80%; inconclusive = between about 30% and that limit; also: 0% is about no effect
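Fluo-8 calcium influx in TRPV1-expressing cells, kinetic read (ex 480/em 520 nm). Compound added and read 3 min for agonist activity, followed by capsaicin at EC20 final and 2 min further read for enhancement.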
KCNH2 3.1 inh: inhibitors of human KCNH2 3.1 potassium channel isoform; U2OS KCNH2 3.1, thallium flux FluxOr; hits give low values; activity change, % (tested at about 1.8 µM); hit rate 0.95% among 340,000; AID 720553;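 active = maximum activity change below -70%; inconclusive = maximum activity change from -70% to -50%; inactive = maximum activity change above -50%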;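 also: thallium influx rate constant from kinetic fluorescence after stimulation buffer; % is scaled to controls: 0 for no effect and ±100 for the full control effect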
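Steps: virus added to U2OS suspension (4 h, RT, dark); medium with 10% FBS added, cells plated, 37 C overnight; FluxOr/Red40 loading buffer 45 min RT; stimulation buffer, 2 min kinetic read; rate constant normalized.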
USP2a block: blocks human ubiquitin-specific protease USP2a. USP2 core, Ub-CHOP2 coupled fluorogenic reporter, 485/531. O75604. hit rate 0.01% among 330,000. Potency, µM (series often up to 38.3 µM), for inactives: at the highest dose activity change, negative = inhibition, actives largely listed as inhibitors;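 also: potency is read from the fitted curve at half-maximal effect; plate controls were DMSO wells for no effect and full inhibition by NEM control for full effect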
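USP2 core (10nM final) preincubated 30min RT with compound in 20mM Tris-HCl pH 8.0, 2mM CaCl2, 2mM beta-mercaptoethanol, 0.05% CHAPS; 25nM Ub-CHOP2 plus 25nM reporter substrate added, fluorescence (Ex485/Em531) read after 60min.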
Menin MLL FP TR: menin-MLL binding inhibition, Texas Red mutant peptide. Menin + Texas Red MLL mutant peptide, fluorescence polarization. Potency, µM (doses to about 61.6 µM), inactives show at the highest dose FP activity change, negative = inhibition, actives largely listed as inhibitors. hit rate 0.23% among 270,000; active = well fitted inhibition curve with a large enough effect in the polarisation, with a control signal flat, not every such curve was filed as active; inconclusive = small, poorly fitted or top-dose-only effect, or effect the other way, or a change in a side signal; inactive = no such curve, though single readings can be large or run the other way; the % refers to the polarisation; also: potency is read from the fitted curve at half-maximal effect; % of control where 0% means no effect; many of its hits are not listed in these tables
Target sequence (O00255 whole entry, looked up): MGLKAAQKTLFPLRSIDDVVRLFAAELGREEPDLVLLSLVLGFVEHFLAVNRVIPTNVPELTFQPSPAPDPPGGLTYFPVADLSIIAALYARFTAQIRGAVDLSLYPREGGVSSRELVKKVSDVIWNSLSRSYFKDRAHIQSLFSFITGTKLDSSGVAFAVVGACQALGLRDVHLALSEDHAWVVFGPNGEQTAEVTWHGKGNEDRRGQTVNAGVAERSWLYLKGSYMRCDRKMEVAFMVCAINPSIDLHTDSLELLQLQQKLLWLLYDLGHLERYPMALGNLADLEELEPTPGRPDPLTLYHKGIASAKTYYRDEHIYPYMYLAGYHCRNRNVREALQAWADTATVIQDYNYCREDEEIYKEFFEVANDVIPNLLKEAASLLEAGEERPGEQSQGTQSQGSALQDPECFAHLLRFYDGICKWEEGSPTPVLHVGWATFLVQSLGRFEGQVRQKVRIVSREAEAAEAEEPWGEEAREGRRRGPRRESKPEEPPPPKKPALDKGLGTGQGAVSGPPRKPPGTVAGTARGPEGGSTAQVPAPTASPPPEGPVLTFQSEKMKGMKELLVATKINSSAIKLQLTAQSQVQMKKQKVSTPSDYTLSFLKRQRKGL
B2AR arrestin: agonists driving beta-arrestin recruitment to human beta2-adrenergic receptor | AID 492947 | beta-arrestin recruitment to beta2AR, cell-based reporter | Potency, µM (top dose mostly 46.1 µM), for the others: at the top dose activation, most hits filed as activators | hit rate 0.02% among 330,000;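 also: potency is read from the fitted curve at half-maximal effect; 0% = DMSO controls and full agonism = EC100 isoproterenol or metaproterenol; nearly all actives have a fitted effect of over 65% in size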
Target sequence (P07550 whole entry, looked up): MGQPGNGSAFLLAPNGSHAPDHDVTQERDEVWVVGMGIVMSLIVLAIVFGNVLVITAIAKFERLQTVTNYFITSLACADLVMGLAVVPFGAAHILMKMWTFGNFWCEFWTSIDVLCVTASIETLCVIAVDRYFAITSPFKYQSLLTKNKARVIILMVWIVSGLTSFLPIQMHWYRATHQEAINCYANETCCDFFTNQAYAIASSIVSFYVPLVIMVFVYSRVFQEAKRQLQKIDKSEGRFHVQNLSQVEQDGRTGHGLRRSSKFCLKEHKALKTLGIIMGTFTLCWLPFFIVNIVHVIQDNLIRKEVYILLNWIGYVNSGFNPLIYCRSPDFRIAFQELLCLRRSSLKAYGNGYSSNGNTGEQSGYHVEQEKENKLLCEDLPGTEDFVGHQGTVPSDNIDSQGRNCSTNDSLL
MLL CXXC-DNA inh: MLL CXXC-DNA interaction inhibition; Potency, µM (titrated, usually from 115 µM), for the others: top-dose activity change, negative = inhibition, hits mostly inhibitors; MLL-CXXC / FITC-HOXA9 DNA fluorescence polarization; Q03164; hit rate 0.037% among 290,000; active = well fitted inhibition curve with a large enough effect in the polarisation, with a control signal flat, not every such curve was filed as active; inconclusive = small, poorly fitted or top-dose-only effect, or effect the other way, or a change in a side signal; inactive = no such curve, though single readings can be large or run the other way; the % refers to the polarisation; also: potency is read from the fitted curve at half-maximal effect
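Steps: dispense CXXC domain solution (7 uM) → pin compounds or unlabeled HOX-A9 DNA control → 5 min ambient → add FLSN-HOX-A9 solution (50 nM) → spin → 30 min ambient → fluorescence polarization. Tris pH 7.5/NaCl/DTT/BSA buffer.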
Coupling enz: coupling enzyme interference in Giardia aldolase counter-screen | coupling enzyme system counterscreen, AmpLite Red fluorescence | activity change, negative = inhibition, % at 58.2 µM, hits read low | hit rate 0.67% among 290,000 | AID 2472; in the data active = activity change below about -30%; also: % is scaled to controls: 0 for no effect and ±100 for the full control effect
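Fluorescence at 525 nm excitation and 598 nm emission measured inhibition of the coupled detection system without aldolase. Compounds (at 57.5 uM final) were preincubated 10 min at room temperature with coupling enzyme reagent before a 20 min substrate/AmpLite Red step.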
hERG WT inh: blocks the wildtype human KCNH2 potassium channel; Q12809; U2OS, BacMam KCNH2, thallium flux FluxOr; hits give low values; activity change, % at 1.84 µM; hit rate 0.37% among 340,000;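 active = maximum activity change below -70%; inconclusive = maximum activity change between -70% and -50%; inactive = maximum activity change above -50%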; also: % is scaled to controls: 0 for no effect and ±100 for the full control effect
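U2OS cells were transduced with wild-type KCNH2 virus (2.03 x 10^8 / mL) for 4 h at room temperature, then cultured overnight at 37 C. Thallium flux was read with FluxOr dye. Rate constants were normalized to DMSO controls.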
GALK inhibitor: galactokinase (human) inhibition. P51570. Purified GALK, Kinase-Glo residual ATP luminescence. Potency, µM (doses to about 57.5 µM), inactives show top-dose activity change, negative = inhibition, hits mostly inhibitors. hit rate 0.007% among 270,000. AID 1868; also: potency is read from the fitted curve at half-maximal effect; % is scaled to controls: 0 for no effect and ±100 for the full control effect
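Luminescence from leftover ATP (Ultra-Glo luciferase/luciferin) served as read-out after a 1 h room-temperature reaction of 5 nM GALK with 35 uM ATP and 100 uM galactose.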
Giardia kill: Giardia lamblia killing. Giardia lamblia trophozoite viability. hit rate 0.15% among 340,000. activity change, % at 7.66 µM, hits read low. AID 540267; in the data active = activity change below about -80%; inconclusive = between about -30% and that limit;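 also: parasites exposed to compound for two days anaerobically before the ATP read; % is scaled to controls: 0 for no effect and ±100 for the full control effect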
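Luminescence from cellular ATP indicates surviving trophozoites (100 cells/well) following 48 hrs anaerobic compound treatment at 37 deg C; signal develops 15-30 min at room temperature.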
PKM2 activator: PKM2 (human) enzyme activation | purified PKM2, Kinase-Glo ATP luminescence, activation; response scale: 0% is enzyme alone, no compound | Potency, µM (titrated, usually from 57.5 µM), inactives show at the highest dose activation, most hits filed as activators | hit rate 0.34% among 260,000 | AID 1631; also: potency is read from the fitted curve at half-maximal effect; % is scaled to controls: 0 for no effect and ±100 for the full control effect; nearly all actives have a fitted effect of over 55% in size
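hPK-M2, >95% pure; 0.1 mM ADP / 0.5 mM PEP final; imidazole pH7.2 buffer w/ 7 mM MgCl2, 50 mM KCl; 1 h RT; Kinase-Glo lum. Intermediate enzyme activity for dual inhibitor/activator qHTS.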
* = called active by the depositor; ? = inconclusive; · = not tested or not shown; & = joins results of further samples; [ ] = dose if it differs, or a comment. Unless noted, calls follow the shape of the dose curve; as a rule, active = well fitted curve in the direction sought with a large enough effect; inconclusive = small, poorly fitted or top-dose-only effect, or another doubt; inactive = no such curve, though single readings can be large; an effect the other way counts as inactive or inconclusive.

1: COc1ccc(/C=C2\Cc3ccccc3C2=O)cc1OC
2: N#CCC(=O)N/N=C/c1cc([N+](=O)[O-])ccc1N1CCCC1
3: COc1cc(O)c(C(CC(=O)N2CCOCC2)c2ccc3c(c2)OCO3)c(OC)c1 (stereo unspecified)
4: Cc1cc(Cl)cc(C)c1OCCCCCn1ccnc1
5: S=c1[nH]nc(-c2ccco2)n1C1CCCCC1
6: O=C(Nc1ccc(S(=O)(=O)N2CCOCC2)cc1)C1CCN(S(=O)(=O)c2ccc(F)cc2)CC1

Screen / compound no.	1	2	3	4	5	6
TRPV1 ag	?	1.2	-4.2	5.3	-2.4	25.8
KCNH2 3.1 inh	-13.2	-1.8	·	-1.7	8.0	-6.6
USP2a block	2.4%	0.6%	8.8%	-2.1%	3.0%	-1.6%
Menin MLL FP TR	?	14.1%	-14.2%	?	-9.3%	·
B2AR arrestin	-0.5%	0.3%	-0.4%	0.1%	0.1%	-1.7%
MLL CXXC-DNA inh	-15.1%	16.7%	-0.8%	20.4%	0.6%	·
Coupling enz	-1.0	-0.9	-8.9&-0.4	7.2	-6.6	·
hERG WT inh	4.2	-16.9	·	11.7	-5.8	25.1
GALK inhibitor	1.0%	-0.7%	0.1%	0.0%	-0.6%	·
Giardia kill	-15.3	14.1	1.8&0.7	0.9	6.5	1.6
PKM2 activator	0.0%	-6.3%	-0.5%	1.4%	-16.4%	·

Quoted from the entries so far, two compounds:
4: Cc1cc(Cl)cc(C)c1OCCCCCn1ccnc1
5: S=c1[nH]nc(-c2ccco2)n1C1CCCCC1

Screen / compound no.	4	5
TRPV1 ag	5.3	-2.4
KCNH2 3.1 inh	-1.7	8.0
USP2a block	-2.1%	3.0%
Menin MLL FP TR	?	-9.3%
B2AR arrestin	0.1%	0.1%
MLL CXXC-DNA inh	20.4%	0.6%
Coupling enz	7.2	-6.6
hERG WT inh	11.7	-5.8
GALK inhibitor	0.0%	-0.6%
Giardia kill	0.9	6.5
PKM2 activator	1.4%	-16.4%

(next part)
7: CC(/C=C/c1ccccc1)=N\NC(=O)CCc1ccccc1
8: O=C(CN1CCC(NC(=O)c2ccco2)CC1)Nc1ccccc1C(F)(F)F
9: O=S(=O)(Cc1ccccc1)Nn1cnnc1
10: O=C(COc1ccc(F)cc1)c1c(O)cc(O)cc1O
11: CCN(CC(=O)Nc1ccc(NC(C)=O)cc1)C(=O)COc1ccccc1-c1ccccc1
12: COC1=C/C(=C/c2c(O)c(C#N)c3ccccn23)C=CC1=O

Screen / compound no.	7	8	9	10	11	12
TRPV1 ag	24.5	-0.2	13.2	-3.7	-2.1	-1.4
KCNH2 3.1 inh	2.1	-0.2	·	-5.7	12.0	-3.1
USP2a block	3.0%	1.0%	1.9%	-0.2%	-1.8%	3.6%
Menin MLL FP TR	-14.0%	-3.5%	-22.4%	·	·	·
B2AR arrestin	0.2%	-0.4%	-0.7%	-0.4%	-0.2%	0.0%
MLL CXXC-DNA inh	-2.4%	32.7%[activator]	6.8%	-23.3%	·	1.5%
Coupling enz	0.1	-2.1	0.2	0.8	·	-3.0
hERG WT inh	15.7	4.7	12.5	-9.3	26.5	-0.7
GALK inhibitor	-1.2%	5.6%	1.3%	-0.5%	·	0.5%
Giardia kill	6.9	-7.1	-3.7	-18.6	-7.1	-20.6
PKM2 activator	4.2%	·	-15.5%	-0.9%	·	-1.7%

13: COc1ccc(CNC(=O)C/C(C)=N/NC(=O)c2ccc([N+](=O)[O-])cc2Cl)cc1
14: CCCOc1ccc(CSC2=NCCN2)cc1[N+](=O)[O-]
15: CCOC(=O)CNc1ncc(C(F)(F)F)cc1Cl
16: O=C(Nc1ccccc1F)c1oc2ccccc2c1NC(=O)C1CC1
17: Cc1ccc(C(=O)COC(=O)c2ccc3c(c2)C(=O)N(c2cccc4ncccc24)C3=O)cc1C
18: COc1cccc(OC)c1C(=O)N1CCN(Cc2cccnc2)CC1

Screen / compound no.	13	14	15	16	17	18
TRPV1 ag	3.6	6.9	10.1	?	-2.3	3.4
KCNH2 3.1 inh	-6.7	4.4	14.5	-3.0	26.4	10.6
USP2a block	0.4%	2.5%	11.5%	1.3%	1.9%	-1.2%
Menin MLL FP TR	-4.8%	10.9%	-7.5%	·	11.5%	-19.6%
B2AR arrestin	-0.2%	0.2%	-0.2%	-0.4%	0.1%	0.2%
MLL CXXC-DNA inh	-1.2%	27.3%	7.6%	-2.1%	5.9%	-16.9%
Coupling enz	3.2	0.0	2.4	·	2.8	1.5
hERG WT inh	2.4	2.7	12.1	-12.7	9.7	-16.8
GALK inhibitor	0.0%	0.0%	-0.1%	5.8%	-1.3%	4.3%
Giardia kill	17.4	-3.0	3.4	6.5	-19.8	-19.1
PKM2 activator	-2.2%	17.1%	4.9%	·	-3.8%	-5.0%

Look-ups from the results shown.
B2AR arrestin with COc1cccc(OC)c1C(=O)N1CCN(Cc2cccnc2)CC1 = 0.2%
TRPV1 ag with CCOC(=O)CNc1ncc(C(F)(F)F)cc1Cl = 10.1
USP2a block with COc1ccc(CNC(=O)C/C(C)=N/NC(=O)c2ccc([N+](=O)[O-])cc2Cl)cc1 = 0.4%

New compounds follow:
19: Cc1ccccc1-c1n[nH]c(=S)n1Cc1ccccc1
20: COc1ccc(C(CNC(=O)c2cccc(S(=O)(=O)Nc3ccccc3Cl)c2)N2CCOCC2)cc1 (stereo unspecified)
21: Cc1cccc(OCC(=O)Nc2ccc3c(c2)nc(CCN2CCCCC2)n3C)c1
22: COC(=O)c1cccc(NC(=O)c2nn(C)c(=O)c3ccccc23)c1
23: CCc1ccc(NC(=O)c2cccnc2)cc1
24: OC1CN=C2Sc3ccccc3N2C1 (stereo unspecified)

Screen / compound no.	19	20	21	22	23	24
TRPV1 ag	1.9	-1.9	1.3	1.6	?	-3.2
KCNH2 3.1 inh	13.7	-6.9	-77.1*	-12.6	-2.9	-4.5
USP2a block	-0.2%	1.2%	0.3%	-0.1%	-1.0%	0.1%
Menin MLL FP TR	2.7%	·	-20.3%	0.5%	16.8%	-13.3%
B2AR arrestin	-0.6%	0.1%	-0.2%	-1.1%	0.0%	-0.7%
MLL CXXC-DNA inh	1.0%	·	9.0%	7.7%	4.0%	10.2%
Coupling enz	0.3	·	0.3	-0.5	-0.8	-1.9
hERG WT inh	4.7	2.2	30.7	0.1	12.4	-5.0
GALK inhibitor	-0.2%	·	-2.6%	5.2%	4.7%	2.4%
Giardia kill	12.3	5.0	9.2	17.4	-4.9	20.6
PKM2 activator	1.1%	·	·	4.7%	-2.4%	-8.3%

25: O=C(Cn1cnc2sc3c(c2c1=O)CCCC3)NCC(=O)Nc1ccccc1F
26: COc1ccc(C(=O)N/C(=C\c2cccc3ccccc23)C(=O)N2CCN(C)CC2)cc1OC
27: CC(=O)Nc1ccc(S(=O)(=O)N(C)CC(=O)OCC(=O)N(CC(C)C)C2CCS(=O)(=O)C2)cc1 (stereo unspecified)
28: O=S(=O)(/N=C/N1CCOCC1)c1ccc(Cl)cc1
29: CC(=O)Nc1ccc(S(=O)(=O)NCc2ccc(C(=O)N3CCOCC3)cc2)cc1
30: O=C(O)c1cccc(CSc2nc(-c3ccccc3)cc(C(F)(F)F)n2)c1
31: Cc1ccc(S(=O)(=O)N(C)C)cc1NC(=O)c1ccncc1
32: CC(=O)c1sc(-c2ccccn2)nc1C
33: CCN1CCN(CC(=O)Nc2cc(C(F)(F)F)ccc2OCCOC)CC1

Screen / compound no.	25	26	27	28	29	30	31	32	33
TRPV1 ag	-1.0	-4.6	2.0	-2.6	-1.5	2.6	-1.8	3.3	2.8
KCNH2 3.1 inh	7.0	-10.4	5.8	2.7	-8.6	3.2	2.4	·	-27.5
USP2a block	-3.6%	3.1%	1.3%	2.7%	0.8%	1.6%	4.6%	1.0%	3.1%
Menin MLL FP TR	·	-5.9%	·	10.0%	·	-11.8%	1.2%	5.2%	·
B2AR arrestin	-1.0%	-1.4%	-1.0%	-0.5%	0.1%	-0.9%	0.0%	-0.1%	-0.3%
MLL CXXC-DNA inh	1.5%	23.3%	·	6.5%	7.8%	4.4%	-6.0%	2.7%	-1.3%
Coupling enz	·	-1.0	·	0.3	·	15.3	-1.0	0.4	-0.2
hERG WT inh	5.4	16.2	-6.1	5.0	0.1	-1.9	13.9	·	-1.4
GALK inhibitor	-1.1%	1.9%	·	3.1%	4.8%	-0.9%	1.9%	1.5%	3.2%
Giardia kill	7.5	-13.6	-7.7	-6.5	4.6	-5.2	-26.8	·	-22.1
PKM2 activator	·	2.5%	·	1.3%	·	-4.4%	3.5%	6.4%	1.5%

An excerpt; rates above refer to the full screens.
